# TRPV1 agonist = activates the human vanilloid receptor TRPV1 | Q8NER1 | TRPV1-expressing cells, Fluo-8 calcium influx, agonist mode | activation, % at 8.33 µM | 0.19% of 320,000 active; in the data active = activation above about 80%; inconclusive = between about 30% and that limit; note: 0% is about no effect
#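 TRPV1-expressing cells were cultured overnight at 35.5C and loaded with Fluo-8 calcium dye for 40 to 90 min at room temperature. After a 10 s baseline, compound was added and calcium influx was read kinetically for 3 min (ex 480/em 520 nm).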
# Coupling enz = inhibits coupling enzyme system, counter-screen for aldolase hits | coupling enzyme system counterscreen, AmpLite Red fluorescence | activity change, negative = inhibition, % at 58.2 µM, hits read low | 0.67% of 290,000 active | AID 2472; in the data active = activity change below about -30%; note: % is set by controls: 0 for no effect and ±100 for the full control effect
#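 Coupling enzymes only (glyceraldehyde-3-phosphate) + compound, at 57.5 uM final, 10 min RT; add substrate/coupling/AmpLite Red mix, 20 min RT; fluorescence ex 525/em 598 nm. Actives flag coupling-system interference.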
# hERG WT inh = inhibitors of human wildtype KCNH2 potassium channel; Q12809; U2OS, BacMam KCNH2, thallium flux FluxOr; stronger effect = lower value; activity change, % at 1.84 µM; 0.37% of 340,000 active; AID 720551;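 active = maximum activity change below -70%; inconclusive = maximum activity change between -70% and -50%; inactive = maximum activity change above -50%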; note: % is set by controls: 0 for no effect and ±100 for the full control effect
# Target sequence (Q12809 whole entry, looked up): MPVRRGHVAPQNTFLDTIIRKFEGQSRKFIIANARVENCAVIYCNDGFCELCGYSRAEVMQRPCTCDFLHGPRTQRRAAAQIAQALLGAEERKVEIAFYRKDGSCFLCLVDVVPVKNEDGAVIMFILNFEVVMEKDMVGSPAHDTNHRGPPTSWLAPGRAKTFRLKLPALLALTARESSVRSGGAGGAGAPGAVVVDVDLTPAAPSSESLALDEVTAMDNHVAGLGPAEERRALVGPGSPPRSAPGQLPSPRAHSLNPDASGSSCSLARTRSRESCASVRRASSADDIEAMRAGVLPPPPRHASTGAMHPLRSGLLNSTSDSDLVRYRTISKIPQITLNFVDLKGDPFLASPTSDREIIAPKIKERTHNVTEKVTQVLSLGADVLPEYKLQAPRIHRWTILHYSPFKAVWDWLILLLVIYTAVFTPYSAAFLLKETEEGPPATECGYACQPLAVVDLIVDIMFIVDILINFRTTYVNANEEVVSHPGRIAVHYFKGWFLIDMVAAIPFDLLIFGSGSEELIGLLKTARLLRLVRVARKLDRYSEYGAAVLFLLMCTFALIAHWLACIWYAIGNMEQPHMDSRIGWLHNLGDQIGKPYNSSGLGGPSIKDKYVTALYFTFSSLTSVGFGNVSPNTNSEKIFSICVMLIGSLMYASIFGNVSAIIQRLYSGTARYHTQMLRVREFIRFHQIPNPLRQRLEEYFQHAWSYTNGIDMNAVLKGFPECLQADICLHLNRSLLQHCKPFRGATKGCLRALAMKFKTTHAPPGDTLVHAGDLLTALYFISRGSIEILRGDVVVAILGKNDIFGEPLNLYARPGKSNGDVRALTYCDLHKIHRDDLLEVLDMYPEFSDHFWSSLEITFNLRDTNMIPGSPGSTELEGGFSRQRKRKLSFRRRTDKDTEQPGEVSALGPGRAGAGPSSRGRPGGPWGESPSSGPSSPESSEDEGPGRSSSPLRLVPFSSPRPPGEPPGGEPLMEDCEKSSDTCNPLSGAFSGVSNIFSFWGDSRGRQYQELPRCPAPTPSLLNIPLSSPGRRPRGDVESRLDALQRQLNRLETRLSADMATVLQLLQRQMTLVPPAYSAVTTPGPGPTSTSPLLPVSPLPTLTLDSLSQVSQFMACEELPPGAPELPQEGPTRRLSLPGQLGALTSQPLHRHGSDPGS
#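 U2OS cells were transduced with wild-type KCNH2 virus (2.03 x 10^8 / mL) for 4 h at room temperature, then cultured overnight at 37 C. Thallium flux was read with FluxOr dye. Rate constants were normalized to DMSO controls.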
# USP2a inh = inhibitors of human ubiquitin-specific protease USP2a; 0.01% of 330,000 active; USP2 core, Ub-CHOP2 coupled fluorogenic reporter, 485/531; O75604; Potency, µM (doses to about 38.3 µM), for the others: top-dose activity change, negative = inhibition, actives largely listed as inhibitors;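 note: potency is the fitted concentration of half-maximal effect; plate controls were DMSO wells for no effect and full inhibition by NEM control for full effect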
#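 Cell-free coupled assay: 10nM USP2 core preincubated 30min RT with compound in Tris-HCl pH 8.0/CaCl2/CHAPS buffer, then 25nM Ub-CHOP2 and 25nM reporter substrate; fluorescence (Ex 485/Em 531) read after 60min RT, normalized to NEM inhibition, concentration-response curves fitted.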
# CXXC DNA block = MLL CXXC-DNA interaction inhibition; MLL-CXXC / FITC-HOXA9 DNA fluorescence polarization; Potency, µM (titrated, usually from 115 µM), for inactives: top-dose activity change, negative = inhibition, most hits filed as inhibitors; 0.037% of 290,000 active; AID 2662; active = well fitted inhibition curve with a large enough effect in the polarisation, with a control signal flat, not every such curve was filed as active; inconclusive = small, poorly fitted or top-dose-only effect, or effect the other way, or a change in a side signal; inactive = no such curve, though single readings can be large or run the other way; the % refers to the polarisation; note: potency is the fitted concentration of half-maximal effect
#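 Fluorescence polarization: 7 uM MLL-CXXC (stock) preincubated 5 min with compounds, then 50 nM fluorescein-HOX-A9 DNA (stock) added; 30 min ambient. Buffer 50 mM Tris-HCl pH 7.5, 50 mM NaCl, 1 mM DTT, 0.05% BSA.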
# KCNH2 3.1 block = blocks the human KCNH2 3.1 channel isoform; U2OS KCNH2 3.1, thallium flux FluxOr; stronger effect = lower value; activity change, % (tested at about 1.8 µM); 0.95% of 340,000 active; AID 720553;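 active = maximum activity change below -70%; inconclusive = maximum activity change from -70% to -50%; inactive = maximum activity change above -50%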;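 note: thallium influx rate constant from kinetic fluorescence after stimulation buffer; % is set by controls: 0 for no effect and ±100 for the full control effect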
#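 Thallium flux read-out: FluxOr dye with Red40 quencher in HBSS/HEPES, 45 min at RT. Rate constants from kinetic reads were normalized to positive and negative DMSO controls. Cells: U2OS virally expressing the 3.1 isoform.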
# Giardia killer = Giardia lamblia killing. Giardia lamblia trophozoite viability. activity change, % at 7.66 µM, hits read low. 0.15% of 340,000 active; in the data active = activity change below about -80%; inconclusive = between about -30% and that limit;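 note: parasites exposed to compound for two days anaerobically before the ATP read; % is set by controls: 0 for no effect and ±100 for the full control effect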
#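 Killing of trophozoites was scored by loss of ATP luminescence after a 48 hrs anaerobic exposure to compounds at 37 deg C, using 100 cells per well.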
# PKM2 act = activators of human pyruvate kinase M2. purified PKM2, Kinase-Glo ATP luminescence, activation; response scale: 0% is enzyme alone, no compound. 0.34% of 260,000 active. P14618. Potency, µM (doses to about 57.5 µM), for inactives: at the highest dose activation, hits mostly activators. AID 1631; note: potency is the fitted concentration of half-maximal effect; % is set by controls: 0 for no effect and ±100 for the full control effect; nearly all actives have a fitted effect of over 55% in size
#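 hPK-M2, >95% pure; 0.1 mM ADP / 0.5 mM PEP final; imidazole pH7.2 buffer w/ 7 mM MgCl2, 50 mM KCl; 1 h RT; Kinase-Glo lum. Intermediate enzyme activity for dual inhibitor/activator qHTS.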
# GALK inh = inhibitors of human galactokinase. P51570. Purified GALK, Kinase-Glo residual ATP luminescence. Potency, µM (top dose mostly 57.5 µM), inactives show at the highest dose activity change, negative = inhibition, actives largely listed as inhibitors. 0.007% of 270,000 active. AID 1868; note: potency is the fitted concentration of half-maximal effect; % is set by controls: 0 for no effect and ±100 for the full control effect
#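 Quantitative HTS: GALK 5 nM, ATP 35 uM, galactose 100 uM, 1 h room temperature, then luciferase-based ATP detection.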
# B2AR arrestin = recruits beta-arrestin to the human beta2-adrenergic receptor; Potency, µM (highest dose often 46.1 µM), without a hit: at the highest dose activation, usual class: activators; P07550; beta-arrestin recruitment to beta2AR, cell-based reporter; 0.02% of 330,000 active;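 note: potency is the fitted concentration of half-maximal effect; 0% = DMSO controls and full agonism = EC100 isoproterenol or metaproterenol; nearly all actives have a fitted effect of over 65% in size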
# Menin MLL FP TR = inhibitors of human menin-MLL interaction, mutant MLL peptide; O00255; Menin + Texas Red MLL mutant peptide, fluorescence polarization; Potency, µM (highest dose often 61.6 µM), for the others: at the highest dose FP activity change, negative = inhibition, hits mostly inhibitors; 0.23% of 270,000 active; active = well fitted inhibition curve with a large enough effect in the polarisation, with a control signal flat, not every such curve was filed as active; inconclusive = small, poorly fitted or top-dose-only effect, or effect the other way, or a change in a side signal; inactive = no such curve, though single readings can be large or run the other way; the % refers to the polarisation; note: potency is the fitted concentration of half-maximal effect; % of control where 0% means no effect; many of its hits are not listed in these tables
# Numbers without * were called inactive; i = inactive; ? = inconclusive; · = not tested or not shown; [ ] = dose if it differs, or a comment. Unless noted, calls come from the whole dose curve; as a rule, active = well fitted curve in the direction sought with a large enough effect; inconclusive = small, poorly fitted or top-dose-only effect, or another doubt; inactive = no such curve, though single readings can be large; an effect the other way counts as inactive or inconclusive. These rows are one share of the data, so the mix of outcomes need not match the whole.
SMILES,TRPV1 agonist,Coupling enz,hERG WT inh,USP2a inh,CXXC DNA block,KCNH2 3.1 block,Giardia killer,PKM2 act,GALK inh,B2AR arrestin,Menin MLL FP TR
COc1ccccc1C1(CC(=O)Nc2nccs2)CCOC(C(C)C)C1 (stereo not given),25,-2,-10,1%,5%,-11,-7,-3%,6%,0.0%,12%
NC(=O)CC[C@H](NC(=O)OCc1ccccc1)C(=O)OCc1ccc(Cl)cc1,?,3,4,-1%,3%,-8,7,2%,1%,-0.1%,-9%
CCCN1C2=NCCCN2c2ccccc21,1,1,7,1%,7%,1,0,3%,-2%,-1.2%,4%
O=C(Nc1ccccc1N1CCOCC1)C1=COCCO1,-2,·,12,0%,·,0,19,·,·,0.3%,·
COc1ccc(N(C)C(=O)c2ccc3c(Cl)c4c(nc3c2)CCCC4)c(OC)c1,-1,-1,-21,0%,10%,2,?,·,-6%,0.4%,?
O=C(OCC(=O)N1CCN(C(=O)c2ccco2)CC1)c1c(Cl)cccc1Cl,·,·,15,1%,·,10,-4,·,·,-0.2%,·
COc1ccc(-c2cc(NCCc3ccncc3)n3ncnc3n2)cc1,1,-2,3,0%,-5%,-11,22,2%,-2%,0.2%,-28%
CCCN1Cc2cccc(C(=O)NC(CC(=O)OCC)c3ccc(OCC)c(OC)c3)c2C1=O (stereo not given),12,3,i,0%,-4%,-3,-8,2%,1%,0.4%,?
C=CCNS(=O)(=O)c1cc2c3c(c1)CCN3C(=O)CC2,-1,0,2,-2%,-5%,11,12,·,3%,0.4%,0%
COc1ccc(OCCSc2nnc(-c3ccoc3C)n2C)cc1,1,0,-4,0%,0%,-7,-1,-10%,8%,0.3%,-9%
Cc1ccc(NC(=S)N(CCN2CCOCC2)Cc2ccccc2F)cc1Cl,24,0,0,-3%,11%,-2,-4,-10%,4%,-0.3%,18%
CC1CCN(C(=O)C2COc3ccccc3O2)CC1 (stereo not given),14,·,-2,0%,·,-5,1,·,·,-0.2%,·
Cc1nc([N+](=O)[O-])c(NCCCO)n1Cc1ccccc1,9,2,-1,1%,-9%,1,9,3%,-1%,0.3%,-4%
O=C(CN1C(=O)S/C(=C\C=C\c2ccccc2)C1=O)N1CCOCC1,0,-5,-6,1%,-18%,10,-8,0%,0%,-1.6%,·
CC(C)C(NC(=O)C1CCC(C(C)(C)C)CC1)C(=O)NCCc1ccc(S(N)(=O)=O)cc1 (stereo not given),-3,-2,2,-1%,-6%,14,32[activator],·,2%,0.2%,?
O=C(NC(Cc1ccccc1)C(=O)O)/C(=C/c1ccc(Cl)cc1)NC(=O)c1ccco1 (stereo not given),0,4,-7,3%,4%,-3,15,1%,0%,0.4%,6%
COCCNC(=O)/C(C#N)=C/c1c(N2CCN(c3ccccc3)CC2)nc2c(C)cccn2c1=O,?,4,0,1%,?,-19,2,·,0%,0.2%,?
NNC(=S)Nc1ccc(Cl)cc1,2,1,-10,1%,-3%,6,-19,3%,1%,2.8%,23%
N#CCCn1c(Cl)nc2ccccc21,0,1,-2,-1%,7%,5,8,3%,0%,-0.2%,5%
COc1ccccc1-n1c(CNC(=O)c2ccco2)nnc1SCC(=O)Nc1nccs1,-1,0,-6,3%,6%,-1,34[activator],5%,1%,-0.2%,-4%
CCc1cc(CNC(=O)C2CCC(=O)N(Cc3ccc(Cl)cc3)C2)on1 (stereo not given),-1,0,-2,0%,-8%,-6,-14,·,3%,-0.1%,8%
CC(=O)Nc1ccc(N2CCC(C)CC2)c([N+](=O)[O-])c1,14,0,1,0%,20%,-1,-6,4%,7%,-0.3%,8%
NC(=O)C1CCN(CC(=O)Nc2cc(S(=O)(=O)N3CCOCC3)ccc2N2CCCC2)CC1,-4,·,-11,3%,·,10,-4,·,·,-0.2%,·
COc1cc(C(=O)Nc2ncccc2C)ccc1OCC(=O)N1CCOCC1,1,·,-12,2%,·,2,5,·,·,-0.2%,·
C[C@H]1CN=C(Nc2ccccc2)N1CC1CCCCC1,3,2,13,-2%,7%,-14,-5,-3%,·,-1.1%,-27%
Cc1ccc(/C=C2\Oc3c(ccc(O)c3CN3CCN(C)CC3)C2=O)cc1,2,1,-8,21%,?,-6,8,-5%,-1%,0.0%,17%
Clc1ccc(CN2CCC(c3ccccc3)CC2)cc1,-2,1,56,-1%,23%,-13,?,·,6%,-0.7%,?
O=C(O)c1cccc2cc(-c3ccccc3)oc(=O)c12,0,-1,9,2%,-6%,8,11,·,1%,-0.3%,2%
Cc1cc(C)c2nc(-n3nc(C)cc3N)cc(C)c2c1,1,-2,1,3%,22%,0,8,-7%,2%,-0.2%,23%
CCCN(Cc1nnc(-c2cccs2)o1)C(=O)c1cccc(S(=O)(=O)N2CCOCC2)c1,0,·,4,-4%,·,-1,-11,·,·,-0.5%,·
O=[N+]([O-])c1ccc(N2CCN(CC(O)COc3ccccc3)CC2)cc1 (stereo not given),-9,7,?,2%,9%,-90*,-19,-1%,0%,-1.0%,20%
COc1ccc(C(=O)N=c2c(C#N)cc3c(=O)n4cccc(C)c4nc3n2Cc2ccco2)cc1,0,0,·,7%,?,·,·,4%,-1%,-0.1%,-5%
CC(=O)Nc1ccc(C(=O)N2CCN(C(=O)c3ccco3)CC2)cc1,-3,0,-3,-2%,-3%,1,13,5%,0%,-0.1%,4%
O=C1CC(Cc2ccccc2)C(=O)N1CCCn1ccnc1 (stereo not given),-2,0,·,0%,11%,·,·,0%,0%,-0.1%,3%
CCOC(=O)CNC(=O)c1ccc(C)cc1,1,2,-1,0%,-2%,2,-10,-8%,0%,-0.1%,·
Cc1cc(C)c(NC(=O)CCCSc2nnc(N)s2)c(C)c1,-3,2,23,6%,9%,-4,-24,1%,-4%,0.0%,-1%
O=C(CCCn1c(=S)[nH]c2cc3c(cc2c1=O)OCO3)N1CCN(c2ccccc2)CC1,0,-1,2,0%,16%,3,0,-2%,-2%,-0.9%,-13%
CC(C)c1ccc(C2/C(=C(\O)c3ccc4c(c3)OCCO4)C(=O)C(=O)N2CCN2CCOCC2)cc1 (stereo not given),-3,9,-14,2%,5%,33,24,7%,8%,-0.6%,-8%
CCCCN(C)CCNC(=O)CCn1nc(-c2ccc(C)cc2)ccc1=O,0,0,34,2%,-9%,-10,-11,·,1%,-0.9%,?
Cc1ccc(OCC(=O)NC2CCSc3ccccc32)cc1 (stereo not given),10,·,-3,4%,·,8,-10,·,·,-0.5%,·
CCC(C(=O)OCC(=O)Nc1c(Cl)cc(Cl)cc1Cl)c1ccccc1 (stereo not given),4,11,-13,0%,-4%,0,18,7%,0%,-0.5%,6%
CCOC(=O)C(=NC(C)CC)NNc1ccc(Br)cc1 (stereo not given),7,-2,9,0%,3%,·,0,-2%,-3%,-0.5%,3%
CC(C)(C)NC(=O)c1cc(Cl)ccc1[N+](=O)[O-],7,4,-2,3%,8%,-28,-4,-5%,0%,-0.5%,1%
C=CCn1c(O)c(N=NC(=S)Nc2ccc(OC)cc2)c2ccccc21,-3,-5,-24,3%,3%,-13,3,-4%,·,0.0%,?
O=S(=O)(Nc1cccc(-c2ccc(N3CCCCCC3)nn2)c1)c1ccc(C(F)(F)F)cc1,16,9,-3,-11%,27%,0,-18,2%[0.46 µM],5%,0.5%,32%[activator]
O=S(=O)(c1ccccc1)N1CCN(Cc2c(O)ccc3ccccc23)CC1,·,·,2,2%,·,-16,-10,·,·,-0.3%,·
OC(CN1CCOCC1)Cn1c(-c2cccc(Cl)c2)nc2ccccc21 (stereo not given),2,1,-12,3%,-1%,3,-13,-20%,-1%,-0.1%,11%
O=C(O)CCN(Cc1ccccc1)S(=O)(=O)c1ccccc1Cl,-1,15,-7,2%,-10%,-27,-10,3%,-2%,0.2%,9%
CCNC(=O)/C=C/c1ccccc1[N+](=O)[O-],3,-3,·,3%,3%,-5,-11,6%,-1%,0.3%,7%
COc1ccc(S(=O)(=O)N2CCCCC2)cc1NC(=O)c1[nH]c(C)c(C(C)=O)c1C,·,·,-8,4%,·,-3,-1,·,·,0.5%,·
C=CCn1c(=O)c2c(C)c(C)sc2n2c(Nc3ccccc3)nnc12,3,2,-9,1%,-3%,0,-4,0%,4%,0.4%,1%
Cc1cccc(CSc2nnc([C@@H]3CCCN3C(=O)OC(C)(C)C)o2)c1,14,3,0,13%,0%,23,-21,-1%,-3%,-1.0%,·

# Screening results from PubChem.
